Screens: PubChem, Sanford-Burnham Center for Chemical Genomics
Jurkat NFkB inh: inhibitors of induced NF-kB luciferase reporter, primary screen, TCR NF-kB activation inhibitor project, cell-based, luminescence, uHTS; inhibition, % at 4 µM; 330,000 compounds, 0.53% hits; Jurkat, PMA/ionomycin-induced NF-kB luciferase reporter; AID 435003, 2010; in the data active = inhibition above about 50%
tim23-1 inh: growth inhibitors of tim23-1 mutant yeast, primary screen, luminescence, uHTS; S. cerevisiae tim23-1 growth, BacTiter-Glo luminescence, 24 h; inhibition, % at 20 µM; 330,000 compounds, 1.3% hits; AID 463212, 2010;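 active = growth inhibition of the mutant yeast at or above 50%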;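 also: temperature-sensitive mutant grown at 25 °C; plate controls were DMSO-treated mutant yeast for no effect and medium wells lacking yeast for full effect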
tim10-1 inh: growth inhibitors of tim10-1 mutant yeast, primary screen, luminescence, uHTS; AID 463190, 2010; S. cerevisiae tim10-1 ts strain growth, BacTiter-Glo, 24 h; inhibition, % at 20 µM; 330,000 compounds, 2.2% hits;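 active = inhibition of at least 40%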;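 also: mutant grown at 25 °C; 0% = DMSO wells with yeast and 100% = wells holding no yeast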
Mdm2 MdmX PPI: inhibitors of human Mdm2-MdmX association, primary screen, cell-based, luminescence, split luciferase, SaOS-2, uHTS; inhibition, % at 8 µM; 330,000 compounds, 3% hits; SaOS-2 split-luciferase Mdm2/MdmX complementation;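 active = inhibition of at least 50% at 8 µM in the primary screen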
Target sequence (O15151 whole entry, looked up): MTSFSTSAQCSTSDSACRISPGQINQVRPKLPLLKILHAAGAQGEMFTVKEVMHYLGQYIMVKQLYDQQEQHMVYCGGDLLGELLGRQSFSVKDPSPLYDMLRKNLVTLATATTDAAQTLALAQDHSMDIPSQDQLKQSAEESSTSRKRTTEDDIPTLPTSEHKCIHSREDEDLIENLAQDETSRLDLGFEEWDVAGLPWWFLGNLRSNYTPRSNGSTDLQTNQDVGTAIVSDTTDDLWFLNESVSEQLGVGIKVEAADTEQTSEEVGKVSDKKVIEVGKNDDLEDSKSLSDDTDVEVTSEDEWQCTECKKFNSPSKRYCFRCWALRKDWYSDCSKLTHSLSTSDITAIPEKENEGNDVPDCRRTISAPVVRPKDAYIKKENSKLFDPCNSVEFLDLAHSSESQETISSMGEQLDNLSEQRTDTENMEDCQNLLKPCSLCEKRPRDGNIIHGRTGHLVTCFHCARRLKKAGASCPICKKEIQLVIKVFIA
Target sequence (Q00987 whole entry, looked up): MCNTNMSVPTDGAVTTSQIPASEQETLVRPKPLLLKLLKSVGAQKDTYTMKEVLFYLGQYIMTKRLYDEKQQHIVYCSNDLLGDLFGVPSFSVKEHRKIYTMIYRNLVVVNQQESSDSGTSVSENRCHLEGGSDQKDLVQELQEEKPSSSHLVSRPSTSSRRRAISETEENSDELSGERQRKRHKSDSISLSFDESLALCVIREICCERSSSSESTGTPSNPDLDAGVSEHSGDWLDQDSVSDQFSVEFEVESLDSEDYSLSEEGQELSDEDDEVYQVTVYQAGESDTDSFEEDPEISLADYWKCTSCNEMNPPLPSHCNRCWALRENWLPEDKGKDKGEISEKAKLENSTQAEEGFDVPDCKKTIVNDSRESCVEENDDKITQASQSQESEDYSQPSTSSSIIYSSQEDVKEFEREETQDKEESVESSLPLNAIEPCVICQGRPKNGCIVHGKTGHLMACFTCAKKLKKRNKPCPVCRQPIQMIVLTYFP
CHOP UPR activ: activators of apoptotic CHOP UPR arm, primary screen, cell-based, CHO-CHOP luciferase reporter, luminescence, uHTS; UPR activation; percent of tunicamycin response over DMSO baseline; activation, % at 10 µM; 330,000 compounds, 0.34% hits;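 active = at 10 µM dose, activation of 40% or more, normalized to positive control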;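 also: 100% = tunicamycin at 10 µg/mL and 0% = DMSO alone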
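System: CHO CHOP reporter cells. Amount: 500 cells per well. Buffer or medium: F12 medium, 10% FBS. Compound dosing: one dose, 10 µM in 0.5% DMSO. Incubation: 6 h compound exposure at 37 °C after overnight seeding. Technique: Steady-Glo luciferase luminescence. Benchmarks: tunicamycin and DMSO controls.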
TIM10 inh: growth inhibitors of isogenic TIM10 control yeast, primary screen, counter-screen for tim10-1 yeast inhibitor project, luminescence, uHTS; S. cerevisiae TIM10 strain growth, BacTiter-Glo luminescence, 24 h; inhibition, % at 10 µM; 330,000 compounds, 1.4% hits; AID 463195, 2010;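 active = inhibition of 40% or more at the single tested concentration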;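 also: wild-type TIM10 isogenic control strain grown at permissive 25 °C; 0% = DMSO yeast wells and 100% = minimal medium wells without yeast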
697 NFkB inh: inhibitors of PMA/ionomycin-induced NF-kB reporter, 697 cells, primary screen, B-cell NF-kB inhibitor project, cell-based, luminescence, uHTS; 697 B-cell NF-kB luciferase reporter, 16 h; inhibition, % at 4 µM; 330,000 compounds, 0.33% hits; in the data active = inhibition above about 35%
XBP1 UPR activ: activators of adaptive XBP1 UPR arm, primary screen, cell-based, CHO-XBP1 luciferase reporter, luminescence, uHTS; activation, % at 20 µM; AID 463104, 2010; IRE1-XBP1 UPR activation; percent of tunicamycin response, DMSO as zero; 330,000 compounds, 0.33% hits;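 active = versus positive control, 20 µM dose yields 30% or more activation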;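 also: 100% = tunicamycin at 10 µg/mL and 0% = DMSO only wells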
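Assay system: IRE1-XBP1 luciferase reporter CHO line. Input: 1000 cells/well. Buffer or medium: F12 with 10% serum. Doses: 20 µM, 1% DMSO. Times: overnight seeding at 37 °C, 6 h compound treatment at 37 °C. Technique: Steady-Glo luciferase glow luminescence, 10 min after reagent addition.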
* marks the source's active call; other numbers are inactive results.

SMILES	Jurkat NFkB inh	tim23-1 inh	tim10-1 inh	Mdm2 MdmX PPI	CHOP UPR activ	TIM10 inh	697 NFkB inh	XBP1 UPR activ
NS(=O)(=O)c1ccc(CCNC(=O)CCS(=O)(=O)c2ccc(Br)cc2)cc1	3	2	12	8	-0.6	-18	9	-4
O=c1[nH][nH]cc1C=NCc1cccnc1	3	10	2	18	-1.2	-2	5	-4
CCCCOc1ccc(NC(=O)CSc2nnnn2C)cc1	2	17	25	7	4.6	16	12	1
COc1cccc(C2C(=O)c3ccccc3C2=O)c1	-7	12	3	12	1.6	-1	5	-1
COc1cccc(-c2nnc(-c3ccc(C(F)(F)F)cc3)o2)c1OC	-26	42	35	-44	3.1	19	-11	3
COc1cccc(Nc2nc3ccc(OC)cc3s2)c1	-137	61*	18	-244	5.4	37	-121	9
O=C(c1cc2nc(-c3ccc(Cl)cc3)cc(C(F)(F)F)n2n1)N1CCOCC1	-7	11	-3	-5	-1.0	15	-22	2
O=C(N/N=C/c1cc([N+](=O)[O-])ccc1O)NC12CC3CC(CC(C3)C1)C2	-19	34	35	14	-2.4	43*	-64	-7
Cc1cc(C)n(CC2CC(=O)N(c3ccc(Cl)c(Cl)c3)C2=O)n1 (stereo unspecified)	0	15	27	11	-1.2	16	19	-3
Cc1c(Cl)cccc1N(Cc1ccc(C(=O)O)cc1)S(=O)(=O)c1ccccc1	-1	24	14	-7	1.8	18	16	-6
COc1cc(CNCc2ccccn2)ccc1OCc1ccc(Cl)cc1	-8	25	5	-7	1.1	14	9	-2
CS(=O)(=O)Nc1cccc(C2=NN(C(=O)c3ccccc3Cl)C(c3ccccc3O)C2)c1 (stereo unspecified)	2	5	8	-5	-0.2	7	12	-2
CCOC(=O)c1c(C)[nH]c(C)c1S(=O)(=O)NCC1CCN(Cc2cccc(Cl)c2)CC1	-1	6	26	14	3.4	20	-34	1
CC(Sc1ccccc1)C(=O)N1CCN(S(=O)(=O)c2ccccc2C(F)(F)F)CC1 (stereo unspecified)	12	32	13	-5	-0.2	11	2	-1
CC1CCCC(C)N1S(=O)(=O)c1ccc(NC(=O)CCn2cnc3ccccc3c2=O)cc1 (stereo unspecified)	-7	-2	7	7	-0.5	3	12	-2
Cn1cc(S(=O)(=O)NC2CCCC2)c(=O)n(C)c1=O	13	11	1	-6	1.0	2	2	2
CCc1ccccc1NC(=O)CSc1nc2n[nH]c(C)c2c(=N)n1-c1cccc(OC)c1	4	29	23	36	2.8	13	20	7
CCCCN(C)C(=O)Cn1nc(Cc2ccncc2)c2ccccc2c1=O	-18	5	10	18	0.8	-4	-10	0
Cc1sc2nc(CSCC(=O)Nc3ccc(Cl)cc3F)[nH]c(=O)c2c1C	7	10	9	-20	4.8	2	5	-2
COc1ccc(O)c(C(c2c(C)[nH][nH]c2=O)c2c(C)[nH][nH]c2=O)c1	-4	16	14	1	1.8	-6	-19	-3
Cc1ccc(C)c(NC(=O)CCc2nnc3ccc(NCc4ccco4)nn23)c1	1	15	10	0	1.6	0	-51	-6
CCOC(=O)c1cccc(NC(=O)c2c(N)n(C)c(=O)[nH]c2=O)c1	-23	-1	2	-9	1.3	-3	1	0
COc1ccc(CNC(=O)Cn2cc(C(F)(F)F)ccc2=O)cc1	-5	-11	-13	24	-0.6	-11	5	-1
COC(=O)c1ccc(C23CC4(C2)[C@H](CN(C)[C@@H]4c2ccccc2)C3c2ccccc2)cc1 (stereo partly specified)	-6	-1	39	-15	-2.3	-7	-12	-3
COc1ccc(-c2csc(NC(=O)C3CCCCN3S(=O)(=O)c3ccccc3)n2)cc1 (stereo unspecified)	-13	19	11	35	-3.2	-12	-19	-3
CCCN(CCC)c1nc(N(CCC)CCC)[nH]c(=O)n1	-4	20	29	18	-0.9	20	-1	1
CCn1c(/N=C/c2ccccc2O)nc2ccccc21	-17	18	-1	15	1.1	-9	-29	-5
CCOc1ccc(N(Cc2cc3cc(C)ccc3[nH]c2=O)S(=O)(=O)c2ccccc2)cc1	7	12	3	23	0.4	5	17	-1
COc1ccc(OC)c(CCNC(=O)C(C)n2nc(C)c3c(C)n(-c4ccccc4)nc3c2=O)c1 (stereo unspecified)	3	4	5	6	-2.9	1	1	-7
NC(=O)C1(N2CCCCC2)CCN(c2nc(-c3ccccc3)cs2)CC1	10	11	21	11	-2.0	10	3	1
COC(=O)[C@]1(C)CCC[C@@]2(C)C3CC[C@]4(OC(C)=O)C[C@@]3(CCC21)CC4=O (stereo partly specified)	-7	33	13	3	1.4	3	-25	-2
N#Cc1c(NC(=O)CSc2ccccn2)oc(-c2ccccc2)c1-c1ccccc1	4	10	-14	-14	2.6	-10	-17	-3
N#Cc1c(NC(=O)CSc2nnc(-c3ccncc3)n2CC2CCCO2)sc2c1CCCC2 (stereo unspecified)	-9	14	-5	22	-0.8	7	-2	1
COc1ccc(C(=O)NCCN2CCCC2)cc1[N+](=O)[O-]	-5	-1	-9	-6	4.1	-5	5	-3
O=C(NC1CCc2ccccc21)c1cc(COc2ccc(F)cc2Cl)on1 (stereo unspecified)	-3	15	12	11	-0.9	68*	-3	0
Cc1nc(-c2ccc(Br)cc2)ccc1C(=O)O	8	17	-3	-16	2.0	1	5	1
Cn1ncc([N+](=O)[O-])c1C(=O)Nc1cccc2ccccc12	15	0	3	-14	1.4	1	19	0
O=C(COc1ccccc1[N+](=O)[O-])Nc1cccc(S(=O)(=O)NC2=NCCCCC2)c1	-6	-16	-10	2	-1.4	3	-5	-3
CCOc1ccc(NC(C)=O)cc1[N+](=O)[O-]	2	15	-3	10	0.3	3	-1	-2
COc1ccc(OC)c(-n2nnnc2SCC(=O)Nc2ccccc2OC)c1	-18	18	25	9	1.7	-2	-9	-4
CCOC(=O)Cc1csc(NC(=O)c2cccc(Cl)c2)n1	0	20	-35	23	2.8	-13	5	11
CCCn1c(-c2cccc(F)c2)nc2c1c(=O)[nH]c(=O)n2Cc1ccccc1	21	-3	-21	19	0.1	-33	13	-1
CC(C)C(=O)N1CCN(c2ccccc2N)CC1	16	9	9	-3	0.4	-5	19	-1
CC(C)C(NC(=O)c1ccc(Cl)cc1Cl)C(=O)N1CCC1 (stereo unspecified)	2	-5	-11	3	0.1	-8	-15	2
Cc1ccccc1-c1nc(CS(=O)(=O)CC(=O)N2CCc3ccccc32)c(C)o1	8	3	8	26	5.2	-5	7	1
COC(=O)c1cc(NC(=O)CC2Oc3ccccc3NC2=O)cc(C(=O)OC)c1 (stereo unspecified)	1	17	-10	18	2.2	8	34	-7
COc1ccc(C(=O)CN2C(=O)NC3(CCCCC3)C2=O)cc1OC	-9	-7	-26	3	-1.2	-9	-1	4
Cc1c(NC(=O)Cn2ccc([N+](=O)[O-])n2)c(=O)n(-c2ccccc2)n1C	1	2	-13	3	-0.6	-7	-11	-1
COc1ccc(OCC(=O)NN2Cc3ccccc3C2=N)cc1	2	1	-2	21	-2.1	-11	1	0
O=S(=O)(Nc1ccc2c(c1)CCC2)c1cccs1	6	25	25	2	-0.8	7	-10	3
Cc1ccccc1NC(=O)Cn1nc(-c2ccccc2)nc1-c1ccccc1	6	29	28	9	2.5	0	-16	-3
c1ccc(-n2ncc3c(NCc4ccco4)ncnc32)cc1	-15	11	-27	-30	2.6	-11	-58	5
O=C(NCc1ccc(F)cc1)C(c1ccco1)N(C(=O)c1csnn1)C1CC1 (stereo unspecified)	-6	16	9	10	-1.7	4	1	-8
Cc1noc(C)c1S(=O)(=O)N1CCC(C(=O)Nc2ccccn2)CC1	8	17	7	16	-0.3	3	8	1
COc1ccccc1NC(=O)Cc1noc(CSc2cc(C)c3ccccc3n2)n1	-2	23	36	5	-1.3	24	6	-2
Nc1nn(-c2cccc(F)n2)cc1-c1ccc(Cl)cc1	-140	8	-1	-134	-0.2	0	-249	-4
Cc1[nH]n(-c2ccccc2)c(=O)c1N=Nc1ccccc1O	27	34	39	59*	2.8	-26	-20	-1
CCOC(=O)C1CCN(C(=O)c2cc3c(C)cc(C)cc3[nH]2)CC1	3	15	16	-3	-0.3	15	-5	1
Cn1cnnc1SCC(=O)Nc1ccccc1Sc1ccccc1	-7	6	-4	5	-0.8	1	-2	5
CCOC(=O)COc1coc(CN2CCN(c3ccccc3)CC2)cc1=O	15	-1	-5	25	-2.2	-4	-1	-2

3 entries picked at random from the list so far:
SMILES	Jurkat NFkB inh	tim23-1 inh	tim10-1 inh	Mdm2 MdmX PPI	CHOP UPR activ	TIM10 inh	697 NFkB inh	XBP1 UPR activ
Cc1c(NC(=O)Cn2ccc([N+](=O)[O-])n2)c(=O)n(-c2ccccc2)n1C	1	2	-13	3	-0.6	-7	-11	-1
COC(=O)c1cc(NC(=O)CC2Oc3ccccc3NC2=O)cc(C(=O)OC)c1 (stereo unspecified)	1	17	-10	18	2.2	8	34	-7
COc1ccc(OCC(=O)NN2Cc3ccccc3C2=N)cc1	2	1	-2	21	-2.1	-11	1	0

(list continues)
SMILES	Jurkat NFkB inh	tim23-1 inh	tim10-1 inh	Mdm2 MdmX PPI	CHOP UPR activ	TIM10 inh	697 NFkB inh	XBP1 UPR activ
Cc1c(/C=N/N=C2\CCC3C4CCc5cc(O)ccc5C4CCC23C)cnn1C (stereo unspecified)	8	5	-28	24	4.1	-13	-9	-1
COC(=O)c1c(C)[nH]c(C(=O)C(C)OC(=O)c2ccco2)c1C (stereo unspecified)	0	12	-4	-12	2.5	-9	6	-3
O=C(COc1ncnc2ccccc12)Nc1cccc(S(=O)(=O)N2CCOCC2)c1	2	1	12	0	0.1	9	16	0
CC(=O)Nc1ccc(S(=O)(=O)NNC(=O)c2cccc3ccccc23)cc1	-4	13	3	-6	1.2	0	-10	0
CN(CC(=O)Nc1cccc(F)c1)C(=O)c1ccc(N2CCOCC2)c([N+](=O)[O-])c1	4	10	11	14	-2.0	7	-7	2
CCOC(=O)Cc1csc(NS(=O)(=O)c2ccc(NC(C)=O)cc2)n1	-14	10	6	17	0.0	-6	2	-1
COC(=O)c1cccc(NC(=O)CN2CCN(c3ccc(OC)cc3)CC2)c1	2	17	19	-17	0.9	10	13	-2
Cc1cc(NC(=O)CSc2nc3c(cnn3-c3cccc(Cl)c3)c(=O)[nH]2)no1	16	7	-1	-11	1.3	0	9	0
COC(=O)c1cccc(NC(=O)CSc2nncn2-c2ccccn2)c1	-5	7	9	13	0.4	-8	6	2
O=C(NCCOc1ccccc1)C(=O)NCC1CCCO1 (stereo unspecified)	-6	1	9	2	1.0	7	-22	0
Cc1cc(NC(=O)c2sc(Nc3cccc(C(F)(F)F)c3)nc2N)no1	-15	1	-12	29	3.8	15	0	1
O=C(COC(=O)c1ccc(F)cc1)NCCCc1ccccc1	-16	18	24	-28	-1.1	-4	-21	-2
O=C(CSc1nnc(-c2ccco2)o1)N1CCN(c2ccccc2)CC1	-10	8	25	3	0.0	5	0	-1
